# ADAM10 inh: ADAM10 inhibition, QFRET primary screen. recombinant ADAM10, EDANS/DABCYL FRET peptide cleavage, 3 h. inhibition, % at 7 µM. actives 0.62% (n = 370,000);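 active means inhibition above a per-campaign cutoff equal to the mean of compounds falling between control-based bounds plus 3 SD, cut at about 20% in these data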;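 further: 0% = DMSO wells while the 100% control is not disclosed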
# Target sequence (O14672 214-748 limits assumed): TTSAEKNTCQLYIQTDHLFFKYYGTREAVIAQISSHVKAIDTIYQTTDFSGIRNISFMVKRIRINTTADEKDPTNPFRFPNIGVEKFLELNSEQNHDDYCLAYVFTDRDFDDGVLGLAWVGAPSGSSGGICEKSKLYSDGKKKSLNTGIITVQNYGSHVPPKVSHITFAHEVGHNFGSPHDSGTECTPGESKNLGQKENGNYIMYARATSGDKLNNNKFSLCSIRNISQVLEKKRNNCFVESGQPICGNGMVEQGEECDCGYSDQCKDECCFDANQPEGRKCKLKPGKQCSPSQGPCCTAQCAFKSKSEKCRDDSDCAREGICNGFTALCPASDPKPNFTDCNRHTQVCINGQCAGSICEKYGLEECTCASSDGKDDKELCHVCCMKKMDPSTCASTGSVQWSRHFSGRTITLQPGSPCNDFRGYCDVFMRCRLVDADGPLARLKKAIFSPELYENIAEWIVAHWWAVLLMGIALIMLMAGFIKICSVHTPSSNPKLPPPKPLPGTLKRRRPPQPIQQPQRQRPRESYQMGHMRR
# hgDAF-12 ag: activates the H. glycines DAF-12 receptor ligand-binding domain. AID 687014. activation, % at 6.8 µM. actives 1.8% (n = 370,000). HEK293 GAL4-hgDAF12 UAS-luciferase reporter, agonist luminescence; normalized to butyrate control;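 active means activation above a cutoff set at the mean of all screened compounds plus 3 SD, cut at about 10% in these data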;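 further: 0% = DMSO wells and 100% = sodium butyrate wells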
# DAX1 inh-1: blocks DAX1 repression of SF-1 activated StAR promoter | AID 652010 | inhibition, % at 6.8 µM | actives 1.1% (n = 370,000) | HEK293T StAR-luciferase reporter, SF-1/DAX-1 repression relief;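 active means inhibition above the mean over all tested compounds plus 3 SD, cut at about 3.6% in these data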;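 further: 0% = DAX-1 cells with DMSO and 100% = cells lacking DAX-1 with DMSO; higher inhibition means more luminescence from relief of DAX-1 repression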
# PLCg1 inh: blocks human PLC-gamma1 enzyme activity; actives 0.84% (n = 370,000); inhibition, % at 12.2 µM; purified PLC-gamma1, fluorogenic substrate, fluorescence; P19174; in the data active means inhibition above about 9.5%
# HGIII-sPLA2 inh: Blocks human group III sPLA2 activity. Q9NZ20. QFRET BODIPY PC-A2 liposome hydrolysis, fluorescence. inhibition, % at 12.2 µM. actives 0.56% (n = 370,000);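 active means inhibition above mean plus 3 SD of compounds lying within the high and low control bounds, cut at about 19% in these data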;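 further: 0% = median of test compound wells and 100% = no enzyme DMSO wells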
# PLCb3 inh: inhibitors of human phospholipase C beta3 | Q01970 | Purified PLC-beta3, fluorogenic substrate, fluorescence | inhibition, % at 12.2 µM | actives 0.18% (n = 370,000); in the data active means inhibition above about 11%;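 further: 0% = median of compound wells on plate and 100% = full blocker control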
# hcDAF12 agonist: H. contortus DAF-12 activation, primary screen; activation, % at 6.8 µM; actives 1.4% (n = 370,000); HEK293 hcDAF-12 lit1-tk-luc reporter, luminescence; 0% DMSO, 100% Δ7-dafachronic acid; AID 652067;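 active means activation above the mean of all tested compounds plus 3 SD, cut at about 5.5% in these data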;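 further: 100% = response to 3 µM Δ7-dafachronic acid high control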
# DAX1 inh-2: NR0B1 (DAX1) inhibition. AID 504766. actives 0.99% (n = 340,000). P51843. inhibition, % at 6.75 µM. HEK293 Gal4-DAX1 luciferase reporter, luminescence;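 active means inhibition above the mean over all tested compounds plus 3 SD, cut at about 4.2% in these data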;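 further: 0% = DAX1-transfected cells with DMSO and 100% = empty-vector control cells with DMSO; inhibition shows as a rise in luminescence from relieved DAX1 repression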
# Target sequence (P51843 207-470 limits assumed): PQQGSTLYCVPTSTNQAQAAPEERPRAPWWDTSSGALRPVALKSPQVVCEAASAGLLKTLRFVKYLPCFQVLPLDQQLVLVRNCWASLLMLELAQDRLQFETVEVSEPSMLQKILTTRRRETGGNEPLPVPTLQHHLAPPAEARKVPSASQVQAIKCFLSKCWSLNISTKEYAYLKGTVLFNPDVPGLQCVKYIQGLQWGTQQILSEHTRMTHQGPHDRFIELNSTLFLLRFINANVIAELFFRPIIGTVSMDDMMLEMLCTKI
# ADAM17 inh: ADAM17 inhibition, QFRET primary screen; P78536; recombinant ADAM17, EDANS/DABCYL FRET peptide cleavage; inhibition, % at 6.95 µM; actives 0.83% (n = 370,000); AID 720648;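 active means inhibition above the mean of compounds lying between control limits plus 3 SD, set per campaign, cut at about 8.5% in these data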;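 further: 0% = DMSO-only wells as the low control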
# GAA850 FXN act: frataxin GAA850 promoter activation; HEK293 lucGAA850 FXN promoter luciferase reporter, 24 h; percent of 10 µM SAHA response; activation, % at 6 µM; actives 0.56% (n = 360,000);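 active means activation above the average of all compounds screened plus 3 SD, cutoff fixed separately per campaign, cut at about 7.5% in these data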;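 further: 0% = DMSO wells and 100% = 10 µM SAHA wells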
# ssDAF-12 act: activates DAF-12 receptor from parasite S. stercoralis. actives 1% (n = 370,000). HEK293 ssDAF-12/GRIP1 lit1-tk-luc reporter, luminescence; % of 3 µM dafachronic acid response. activation, % at 6.8 µM;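 active means activation above the mean over all tested compounds plus 3 SD, cut at about 0.9% in these data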;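 further: 0% = DMSO-only wells and 100% = 3 µM delta7-dafachronic acid wells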
# * marks the source's active call; other numbers are inactive results; i = inactive; nt = no result given.
SMILES,ADAM10 inh,hgDAF-12 ag,DAX1 inh-1,PLCg1 inh,HGIII-sPLA2 inh,PLCb3 inh,hcDAF12 agonist,DAX1 inh-2,ADAM17 inh,GAA850 FXN act,ssDAF-12 act
CC1CN(C(=O)COC(=O)c2ccc(Cl)c(N)c2)CC(C)O1 (centres undefined),-48,2.3,0.2,-32,3,-53,-0.1,-0.5,-21,2.4,-1.3
COc1ccc(N2CCN(C(=O)CN=C3NS(=O)(=O)C(c4ccc(C)cc4)=C3C)CC2)cc1,2,-1.4,-1.6,1,-2,0,-0.9,-1.7,-7,-2.6,-1.7
C[C@@H]1C=CCCO[C@]12C(=O)N(Cc1ccc(Br)cc1)c1ccccc12,-11,-2.8,0.2,-1,6,-6,-1.7,nt,0,nt,-1.0
COc1ccc2oc(C(=O)OCC(=O)Nc3ccc(NC(C)=O)cc3)c(C)c2c1,-81,1.1,-0.4,-99,11,-89,-0.7,0.2,-28,2.4,-0.5
Nn1c(SCC(=O)Nc2nccs2)nnc1-c1cc(-c2ccc(Cl)cc2)n[nH]1,3,4.0,-0.3,2,-6,2,-0.4,nt,1,nt,0.1
COc1ccc(NC(=O)Cc2c(Cl)cccc2Cl)cn1,3,2.7,0.3,3,3,0,-3.0,-0.7,2,0.1,-1.6
COc1ccc(C(=O)Nc2ccc(S(=O)(=O)Nc3onc(C)c3C)cc2)cc1,2,-2.5,-0.6,2,-10,0,0.2,-0.7,-3,0.1,-0.5
Cc1cccc(C(=O)N2CCCC(c3nc(-c4ccc(C)o4)no3)C2)c1 (centres undefined),-8,5.2,0.6,-1,-2,-5,-0.5,0.1,0,5.2,-0.9
O=C(NCc1ccccc1)c1cccc(OCC(=O)N2CCN(C(=O)c3ccco3)CC2)c1,2,2.1,-1.5,-1,0,-1,-0.9,-1.3,1,-1.0,-1.5
CC(C)(C)c1n[nH]c(=S)n(N)c1=O,-11,5.3,-0.4,2,14,7,-2.8,0.0,-3,-0.3,-0.7
S=C(NCCCN1CCOCC1)N1CCN(c2ccccc2)CC1,-7,0.6,0.2,0,13,-5,-2.2,0.6,2,1.2,-1.3
CC1CCN(CCCNC(=O)CN2C(=O)CSc3ccc(S(=O)(=O)N4CCOCC4)cc32)CC1,0,1.4,0.4,1,1,-7,-0.8,1.0,-4,1.8,-0.7
O=C(NNC(=O)c1ccccc1-n1cccc1)c1cccnc1,12,1.4,0.6,5,-4,4,0.7,0.9,3,1.2,-0.8
COc1ccc2c(CC(=O)N3CCN(S(=O)(=O)c4cccs4)CC3)coc2c1,-17,-2.4,-0.9,-11,-14,-18,-0.6,-0.4,-1,-0.5,-1.0
CC(CCc1ccccc1)NC(=O)c1cccs1 (centres undefined),12,0.5,-0.6,4,4,12*,2.7,-2.5,0,0.2,-1.4
Cn1ncc2c(Nc3cccc(Cl)c3)nc(Nc3cccc(Cl)c3)nc21,-15,-0.5,-0.9,-76,-13,-103,-1.1,0.2,-11,-0.1,-1.0
Cc1cccc2cc(CN(C(=O)c3cccc([N+](=O)[O-])c3)C(C)C)c(=O)[nH]c12,1,-1.1,0.8,-2,2,-8,1.5,-0.3,-1,1.6,0.9*
Cc1cc(C)c(NC(=O)/C=C\C(=O)O)c(Cl)c1,-1,3.0,0.2,1,5,2,-0.3,-1.7,-4,2.8,-0.9
O=C1CC(/C=C/c2cccnc2)=Nc2ccccc2N1,-5,2.1,0.0,-17,-7,-22,0.0,2.1,0,1.5,-0.7
N#CCOC(=O)/C=C/c1ccc2c(c1)OCO2,-154,-0.7,-0.1,-95,-3,-127,-2.1,0.3,-53,1.1,-1.2
COC(=O)c1c(C)[nH]c(C(=O)OC(C)C(=O)N(C)C2CCCCC2)c1C (centres undefined),-19,-1.2,-2.4,-19,-6,-45,-1.8,1.0,-11,0.5,-1.0
COc1ccc(NC(=O)CSc2nccn2-c2ccccc2)cc1,-1,3.7,-0.1,0,-7,0,-0.6,0.2,-1,2.4,-1.5
COc1cc(NC(=O)c2cc(S(=O)(=O)N3CCCCC3)c[nH]2)cc(OC)c1,-26,-3.7,0.5,-6,-9,-9,-2.1,-0.2,-4,0.5,-1.7
COc1ccc(NC(=S)N2CCC(NC(=O)c3cccc(C)c3)CC2)cc1,2,-0.3,-0.3,2,8,-6,-2.8,1.0,-1,-0.7,-1.2
COc1ccc(-c2nc(CN3CCCCC3c3nccn3C)c(C)o2)c(C)c1C (centres undefined),-11,-2.7,-0.8,2,-7,-7,-1.5,-1.4,-7,-0.8,-1.8
Cn1ccnc1SCCNC(=O)CCc1nnc(CCCCc2ccccc2)o1,3,2.7,0.4,-2,-8,-4,-1.4,-0.8,-3,0.6,-1.8
O=C(NCc1ccccn1)c1ccccc1OCc1ccc(F)cc1,-11,1.7,-0.8,5,12,1,-1.7,0.2,-6,1.1,-1.2
Cc1c(CNCCc2ccccc2Cl)c(C(=O)O)c(C)n1-c1ccccc1,-6,-1.9,-0.3,-3,8,-12,-0.9,-0.5,-4,-3.0,-1.2
O=C(NCCCn1ccnc1)c1ccc(S(=O)(=O)N2CCOCC2)cc1,-5,-3.8,-0.4,-1,8,0,0.2,1.0,-8,2.1,-1.9
CC(=O)CCc1ccc(OCCCOc2cccc3cccnc23)cc1,13,0.0,-1.2,-3,-11,-11,-1.9,-2.2,-1,3.1,-1.4
Cc1sc2ncnc(NCC(O)c3ccccc3)c2c1C (centres undefined),-10,-1.0,-0.5,0,6,-2,-4.3,-2.2,-1,4.0,-1.7
NC(=O)CCn1c(C(=O)c2cc(Cl)c(N)c(Cl)c2)c2ccccc2[n+]1[O-],2,-1.2,-0.2,1,2,1,1.9,-0.1,1,2.3,-0.1
O=C(O)c1ccc(/C=N/NC(=O)c2cc(-c3cccs3)nc3ccccc23)cc1,i,2.0,0.3,-344,-25,-435,0.1,-1.0,-206,2.0,-0.8
O=C(NCCN1CCOCC1)c1ccc(/C=C2\Sc3ccccc3N(Cc3ccc(F)cc3)C2=O)cc1,11,-3.9,-4.4,-221,-29,-296,-3.5,-0.6,4,-1.4,-1.2
COC(=O)/C=C1\S/C(=N/NC(=O)c2ccccc2)NC1=O,6,-1.7,0.5,-13,-4,-10,-1.5,1.2,5,0.2,0.3
COc1ccc(OC)c(S(=O)(=O)N/N=C\c2cn(CC(N)=O)c3ccccc23)c1,-1,-1.1,0.3,1,1,-3,3.1,0.9,-5,-0.6,-0.1
Cc1ccc(N=C(N)N=C(N)N)cc1,0,0.1,-0.4,-1,9,-10,-1.4,1.0,-5,0.6,-1.5
CCOC(=O)c1c(-c2ccc(C)o2)csc1NC(=S)NC(=O)N(C)C,-6,-0.1,-0.6,-7,7,-12,-0.5,2.2,-3,0.9,-1.8
CCOC(=O)Cn1c(=O)oc2cc(S(=O)(=O)NCc3cccs3)ccc21,-1,0.8,-0.7,4,-7,4,1.0,0.0,3,-1.6,-1.5
CCNc1nc(CN2CCOCC2)nc2sc3c(c12)CCC3,-47,-2.9,-0.1,-25,5,-34,-2.6,0.2,-14,0.1,-1.0
CC(=O)Nc1ccc(S(=O)(=O)NCc2nc(-c3cccc(C)c3)no2)cc1,-11,1.4,0.2,-6,-4,-18,-1.2,0.0,-1,0.1,-1.0
CN(Cc1ccccc1)C(=O)COC(=O)COc1ccc(Cl)cc1,-4,0.8,-0.9,4,10,-1,0.2,2.9,-4,1.2,-0.8
COc1ccc(/C(N)=N/OC(=O)c2ccco2)cc1OC,0,18*,3.3,2,-2,0,1.9,2.3,0,5.2,-0.1
CCCOc1ccc(N2C(=O)CC(NCc3ccncc3)C2=O)cc1 (centres undefined),1,1.1,-0.5,-3,0,0,-1.6,2.5,-1,-0.2,-1.0
CSc1ccccc1NC(=O)CN(C)C(=O)COc1cccc2cccnc12,-8,-1.7,0.2,-2,-4,-9,1.9,-0.8,3,2.8,-1.4
CCCCNC(=O)C1CCC(CNc2nc(=S)[nH]c3ccccc23)CC1 (centres undefined),-1,-0.5,-0.8,-1,7,-3,0.5,1.1,-6,0.2,-1.3
CC(C)CCNC(=O)c1cn(CC(C)C)c(=O)c2c1c1ccccc1n2C,-12,-0.9,-0.1,3,-5,-5,1.0,1.0,-2,0.3,-1.2
CCC(CC)c1nc2cc(OC)c(OC)cc2c(=O)o1,8,0.3,-0.7,6,8,3,-1.4,1.3,5,2.6,-1.4
CC1(C(=O)NS(=O)(=O)c2ccc(F)cc2F)CCN1C(=O)CCc1ccc(Cl)cc1Cl (centres undefined),-13,1.7,-0.7,-3,-7,-9,-0.1,nt,-6,0.6,-0.9
N#CCCn1cc(C(=O)O)c(-c2cccs2)n1,-2,-1.5,-0.1,0,2,-8,-0.8,-2.0,-4,2.3,-1.6
COc1ccc(-c2c[n+]3c(n2-c2ccccc2)SCC3)cc1,1,-6.5,-1.5,8,12,1,-4.8,-4.6,-5,-0.9,-2.2
C#CCCN([C@@H](CC(C)C)C(=O)OC)S(=O)(=O)c1ccc(F)cc1Br,12,-2.9,-1.8,4,2,1,-0.2,nt,7,nt,-1.5
COc1ccc(C(CNC(=O)c2ccccc2C)N2CCCC2)cc1 (centres undefined),-5,4.8,0.2,4,11,2,-0.2,-1.4,-3,-1.1,-1.4
Oc1c(Br)cc(/C=N/NC(=S)NCC2CCCO2)cc1Br (centres undefined),-88,-0.2,0.0,-11,1,-30,2.7,-1.8,-34,-0.5,-1.0
O=C(Nc1cnccn1)c1ccc(Cl)cc1,-4,6.8,0.1,2,6,-2,0.9,1.5,-1,-0.4,-1.4
CC(Sc1nnc(-c2ccncc2)n1C)C(=O)Nc1nccs1 (centres undefined),7,-0.1,0.2,2,3,-6,0.0,-0.3,-2,-1.4,-1.3
Cc1ccc(/C=N/NC(=O)C[n+]2ccccc2)s1,3,0.1,1.3,1,2,0,1.7,1.0,1,2.3,-1.4
O=C(Cc1cccs1)N(c1ccccc1)C1C=CS(=O)(=O)C1 (centres undefined),0,-0.3,-0.4,1,-6,3,-1.0,1.7,-1,3.7,-1.5
CS(=O)(=O)N(CC(=O)NC1CC2CCC1C2)c1ccc(Oc2ccccc2)cc1 (centres undefined),2,1.0,-0.5,5,-8,-3,-0.4,nt,-1,3.0,-1.2
O=C1C(=O)N(CCO)C(c2ccccc2[N+](=O)[O-])/C1=C(\O)c1ccccc1 (centres undefined),-65,3.3,-0.2,-335,1,-434,1.7,0.0,-26,2.7,-0.2
CCOc1ccccc1-n1nnnc1SCC(=O)NCc1ccco1,-5,-0.1,0.3,-4,-5,1,-1.6,2.5,-1,1.1,-0.9

# Screening results from PubChem.
